Bioassay records (PubChem BioAssay)
Yfh1-off respiration – enhancers of respiration in Yfh1-depleted yeast, dose response, Friedreich's ataxia, plus single-dose screen (AID 1465); S. cerevisiae Yfh1-off respiration, WST-1 reduction, 72 h; higher fold induction means a stronger effect; 220,000 tested, 0.074% active; fold induction at 50 µM, or EC50 in µM where a hit was titrated;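 active means fold induction of absorbance versus untreated yeast above a set limit, then at least 30% activation at any dose in follow-up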;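 further: activators that raise dye reduction in frataxin-depleted yeast; strong numbers were not always called active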
WT yeast gro inh – growth inhibition of WT strain, primary screen, mitochondrial fusion inhibitor project, WT and mutant strains, chemical genetic; inhibition, % at 10 µM; mitochondrial fusion phenotypic screen; 190,000 tested, 2.1% active; in the data active means inhibition above about 58%; tested in S. cerevisiae
WT yeast gro inh mutant strain – recorded beside WT yeast gro inh, whose call it bears; inhibition, %; mitochondrial fusion phenotypic screen, mutant strain inhibition
* = called active by the depositor; i = inactive; . = not tested or not shown.

SMILES	Yfh1-off respiration	WT yeast gro inh	others
CCOc1ccc(-c2nnc3sc(-c4c(OC)cccc4OC)nn23)cc1	.	3.5	WT yeast gro inh mutant strain=-3.5
O=C(CN1CCN(c2ncccn2)CC1)N1CCN(C(c2ccccc2)c2ccccc2)CC1	.	-18.0	WT yeast gro inh mutant strain=-23.4
CCCN(CCC)CCNC(=O)Cn1cnc2sc(C)c(S(=O)(=O)N3CCOCC3)c2c1=O	.	-4.1	WT yeast gro inh mutant strain=-5.9
Cc1nccc2[nH]c(=O)c(C(=O)NC3CCN(Cc4ccccc4)CC3)cc12	.	16.9	WT yeast gro inh mutant strain=8.4
O=C(CSc1ccc2nnc(-c3ccccc3)n2n1)N1CCN(c2ccccc2)CC1	.	15.5	WT yeast gro inh mutant strain=1.1
CN(C(=O)c1ccc(NC(=O)c2cnccn2)cc1)C1CCCCC1	.	-6.3	WT yeast gro inh mutant strain=-0.8
O=C(Nc1nnc(CC(=O)N2CCCC2)s1)c1cnccn1	.	14.3	WT yeast gro inh mutant strain=-9.4
CCCCc1nc2ccccc2n2cc3c(=O)n(C)c(=O)n(C)c3c12	.	21.3	WT yeast gro inh mutant strain=15.8
CCOC(=O)c1sc(NC(=O)c2noc3c2CCCC3)c(C(=O)OCC)c1C	.	6.6	WT yeast gro inh mutant strain=2.7
CCOC(=O)c1c(NC(=O)C2CCCN2S(=O)(=O)c2cccc3nsnc23)sc(C)c1C (configuration not stated)	.	22.2	WT yeast gro inh mutant strain=0.2
O=C(O)CCCC[C@@H]1SC[C@@H]2NC(=O)N[C@@H]21	i	.
COCOc1ccc(/C=C/C(=O)c2c(O)cc(OCOC)cc2OCOC)cc1	i	.
Cc1cc(-c2cc(C(=O)Nc3ccccc3)on2)nc(NC2CCCC2)n1	i	.
CCN(CC)CCN1C(=O)C(O)=C(C(=O)c2ccc(C)o2)C1c1ccccn1 (configuration not stated)	i	.
Cc1ccc(C(=O)CCC(=O)CCC(=O)O)cc1	i	.
O=c1[nH]c(Nc2ccccc2)cc2cc(Br)ccc12	i	.
O=C1CC2(CCCCC2)Oc2ccc(F)cc21	i	.
Cc1ccc(NC(=O)C2(c3ccccc3)CCCC2)nc1	i	.
Brc1ccc(-c2noc3c2-c2nc(C4CCCCC4)sc2CC3)cc1	i	.
c1ccc(-c2nnc(C3CC(c4ccncc4)=NO3)o2)cc1 (configuration not stated)	i	.
O=C(N/N=C/C=C/c1ccco1)C(O)c1ccccc1 (configuration not stated)	i	.
CC(C)Cc1cc(C(=O)O)c2ccccc2n1	i	.
COCCN1C(=O)N[C@@H](c2cccc(C(F)(F)F)c2)[C@H](C(=O)OC)[C@H]1C	i	.
CC(C)C(=O)NCCc1nc(-c2ccc(Cl)cc2)no1	i	.
O=C(NCc1ccc(OC(F)(F)F)cc1)C1CC(c2ccc(C(F)(F)F)cc2)=NO1 (configuration not stated)	i	.

The listing continues.
SMILES	Yfh1-off respiration	WT yeast gro inh	others
Nc1nc2c(nc(Br)n2[C@@H]2O[C@@H]3COP(=O)(O)O[C@H]3[C@H]2O)c(=O)[nH]1	i	.
COC(=O)c1c(NC(=O)c2ccnn2C)sc(C)c1C	i	.
CC(C)CCNC(=O)C(c1cccnc1)N(Cc1ccccc1)C(=O)Cn1nnc2ccccc21 (configuration not stated)	i	.
CCOC(=O)c1cc(-c2ccccc2)nn1CC1CC(c2cccnc2)=NO1 (configuration not stated)	i	.
C[C@@H]1CC[C@]2(O[C@H](CCO)C[C@H](O)[C@H]2O)O1	i	.
CC1=NNC(=O)C1C(c1ccc(F)cc1)C(C#N)C#N (configuration not stated)	i	.
Cc1ccc(Cn2c(CCNc3nc(-c4ccc(Cl)c([N+](=O)[O-])c4)cs3)nc3cc(C(=O)NCCCO)ccc32)cc1	i	.
CCCC(=O)Nc1cc(-c2nn(C)c(=O)c3ccccc23)ccc1N1CCCCC1	i	.
CCOC(=O)CN1C(=O)N[C@@H](CCc2ccccc2)C(C(=O)OC)=C1C	i	.
CCOC(=O)CN(C)C(=O)C1CCCN1C(=O)OC(C)(C)C (configuration not stated)	i	.
CCOc1ccc(OCCOCCOc2c(Cl)cccc2Cl)cc1	i	.
O=C(O)C1=C[C@@H](c2ccc(C(F)(F)F)cc2)C[C@@H](OCCCCO)O1	i	.
COc1ccc(OC)c(CNC(=O)COc2cc(=O)n(C)c3ccccc23)c1	i	.
CC(=O)NCCc1nc(-c2ccc(Cl)cc2)no1	i	.
COC(=O)C1=C(C)N(CCCC(=O)O)C(=O)NC1c1cccc2ccccc12 (configuration not stated)	i	.
CC1(OC(=O)C2CCCC2)C(=O)C=C2C=C(C3CC3)OC=C2C1=O (configuration not stated)	i	.
CCCCCCCCN1[C@@H](CC(=O)OC)c2cc(C(F)(F)F)ccc2S1(=O)=O	i	.
Cc1sc2nc(CN(Cc3ccccc3)C(=O)NC3CCCCC3)[nH]c(=O)c2c1C	i	.
COC(=O)Nc1nc2ccc(C(=O)c3cccs3)cc2[nH]1	i	.
CS(=O)(=O)c1ccc(CNC(=O)C2(C(F)(F)F)CC(CCCO)CCCO2)cc1 (configuration not stated)	i	.
CC(C)CCNC(=O)c1onc(CSc2ccccc2)c1C(=O)NCCC(C)C	i	.
O=C(NCc1ccccn1)C1Nc2ccc(OC(F)(F)F)cc2C2C=CCC12 (configuration not stated)	i	.
C=CC1CN(C(=O)OCC(Cl)(Cl)Cl)C2CC3c4ccc(OC)cc4NC3C3CC1C2CO3 (configuration not stated)	i	.
CC(C)c1cc(-c2cc(C(=O)Nc3ccccc3)on2)nc(NC2CCCC2)n1	i	.
Cn1c(=O)c2c(nc(CN3CCc4ccccc4C3)n2CC(=O)c2ccccc2)n(C)c1=O	i	.

The list continues.
SMILES	Yfh1-off respiration	WT yeast gro inh	others
CCN1C(=O)N[C@@H](c2ccccc2)[C@@H](C(=O)OC)[C@H]1C	i	.
COc1ccc(C2CC(c3cccs3)=NN2S(=O)(=O)c2ccc(C)cc2)cc1 (configuration not stated)	i	.
O=C(Nc1ccc(OCC(F)(F)C(F)F)c(C(F)(F)F)c1)c1ccc(Cl)cc1	i	.
COCOc1ccc(/C=C2/Oc3cc(OCOC)cc(OCOC)c3C2=O)c(OCOC)c1	i	.
O=C1c2ccccc2S(=O)(=O)c2cc(C(=O)N3CCN(c4c(Cl)cncc4Cl)CC3)ccc21	i	.
O=C(O)c1ccc(-c2cccc(Cl)c2)o1	i	.
CCOCCn1c(CN2CCN(c3ccc(OC)cc3)CC2)nc2c1c(=O)n(C)c(=O)n2C	i	.
CNC(=O)Oc1ccc2c(c1)[C@]1(C)CCN(C)C1N2C (some centres not stated)	i	.
O=C(O)/C=C/c1ccc(Cn2ccnc2)cc1	i	.
COc1cccc(N2[C@@H](CC(C)=O)c3ccc(/C=C/C(C)=O)cc3S2(=O)=O)c1	i	.
COC(=O)C1=C(C(=O)OC)[C@@H]2Nc3ccccc3[C@@]23C[C@@H](C(=O)OC)N(C(=O)c2ccco2)C3=N1	i	.
N#CCc1c(C#N)c(N)nc(N2CCCC2)c1C#N	i	.
CCC(=O)c1ccc2c(c1)N(CCCN(C)C)c1ccccc1S2	i	.
CC1CCC(NC(=O)N(CCCl)N=O)CC1 (configuration not stated)	i	.
COc1ccc(CN2C(=O)[C@H]3Cc4c([nH]c5ccccc45)C(C)(C)N3C2=O)cc1	i	.
COc1cccc(CN2C(=O)[C@H]3Cc4c([nH]c5ccccc45)C(C)(C)N3C2=O)c1	i	.
COC(=O)C(N)CCCCN (configuration not stated)	i	.
CC(C)=CCc1cc([C@@H]2CC(=O)c3ccc(O)c(CC=C(C)C)c3O2)ccc1O	i	.
COc1ccc(-c2nn3c(-c4cccc(C)c4)nnc3s2)cc1OC	i	.
O=c1c2ccccc2oc2ccc(C#CC3(O)CCCCC3)cc12	i	.
CCC/C=C1/CCCOC(C(=O)NCCNCCO)(C(F)(F)F)C1 (configuration not stated)	i	.
O=C(O)C1CCCN(CCC=C(c2ccccc2)c2ccccc2)C1 (configuration not stated)	i	.
C/C(=C\C(=O)c1ccc(Br)cc1)Nc1cccc(Cl)c1	i	.
CCOC(=O)CN1C(=O)S/C(=C/c2cc(C)n(C)c2C)C1=O	i	.
COc1ccc(-c2noc3c2-c2nc(C(C)C)sc2CC3)cc1	i	.

The results go on.
SMILES	Yfh1-off respiration	WT yeast gro inh	others
COCCN1C(=O)N[C@@H](c2ccccc2)[C@@H](C(=O)OC)[C@H]1C	i	.
CC1(C)C=Cc2cc(-c3coc4cc(O)cc(O)c4c3=O)cc(O)c2O1	i	.
CC1=C(/C=C/C(C)=C/C=C/C(C)=C/CO)C(C)(C)CCC1	i	.
Cc1sc2nc(CN3CCOCC3)nc(N3CCC(C(N)=O)CC3)c2c1C	i	.
CC1(c2nnc(-c3ccncc3)o2)CC(c2cccc(Cl)c2)=NO1 (configuration not stated)	i	.
C/C(=C\C(=O)c1ccccc1)Nc1ccc(Cl)c(Br)c1	i	.
Nc1nc(N)c2[nH]cnc2n1	i	.
CC(Oc1ccccc1)C(=O)N1CCC2(CC1)Oc1ccc(Cl)cc1C(=O)C21CC(c2ccccc2)=NO1 (configuration not stated)	i	.
C[C@@H]1C=C(C(=O)NCc2nc3ccccc3[nH]2)O[C@H](OCCCCO)C1	i	.
O=C(O)C1=C[C@H](c2ccc3c(c2)OCO3)C[C@H](OCc2ccc(CO)cc2)O1	i	.
CCCCCCCCN1[C@@H](CC(=O)O)c2ccc(C(F)(F)F)cc2S1(=O)=O	i	.
C=CC(C)(C)c1c(O)c(CC=C(C)C)c(O)c2c(=O)c3ccc(O)c(O)c3oc12	i	.
N=c1c(C(=O)NCc2ccco2)cc2c(=O)n3ccccc3nc2n1CC1CCCO1 (configuration not stated)	i	.
CN1CCN(C(=O)C2=C[C@H](C3CC3)C[C@H](OCc3ccc(CO)cc3)O2)CC1	i	.
O=C(NCc1cc(C(F)(F)F)cc(C(F)(F)F)c1)C1CC(c2ccc(C(F)(F)F)cc2)=NO1 (configuration not stated)	i	.
O=C(NCc1ccccc1)C1(C(F)(F)F)C/C(=C\CCO)CCCO1 (configuration not stated)	i	.
Cc1cc(C)c(Cn2c(=O)n(CCCC(=O)NCc3ccco3)c(=O)c3ccccc32)c(C)c1	i	.
COC(=O)C[C@H]1c2ccccc2S(=O)(=O)N1C(C)C	i	.
C[C@H]1CCC[C@]2(O[C@H](CCO)C[C@H](O)[C@H]2O)O1	i	.
COCC1=C(C(=O)OC(C)OC(=O)OC(C)C)N2C(=O)[C@@H](NC(=O)/C(=N\OC)c3csc(N)n3)[C@H]2SC1 (some centres not stated)	i	.
CC1=C(/C=C/C(C)=C/C=C/C(C)=C/C=C/C=C(C)/C=C/C=C(C)/C=C/C2=C(C)CCCC2(C)C)C(C)(C)CCC1	i	.
C=C(C)c1sc(-c2ccccc2)nc1C	i	.
COC(=O)C1=C[C@@H](C(=O)OC)[C@@H]2C3=C(C(=O)C2(C)C)[C@H](C)n2c(=O)n(-c4ccccc4)c(=O)n2[C@@H]3C1	i	.
CCCC[C@@H]1C[C@H]1[C@@H](NC(=O)c1cccs1)c1ccc(C(F)(F)F)cc1	i	.
COc1ccc(-c2ccc3oc(-c4ccc(OC)cc4)c(C#CCO)c3c2)cc1	i	.

Entries from the list above containing an aryl thioether with sulfur outside any ring:
SMILES	Yfh1-off respiration	WT yeast gro inh	others
O=C(CSc1ccc2nnc(-c3ccccc3)n2n1)N1CCN(c2ccccc2)CC1	.	15.5	WT yeast gro inh mutant strain=1.1
CC(C)CCNC(=O)c1onc(CSc2ccccc2)c1C(=O)NCCC(C)C	i	.

Copied from the listing (six entries):
SMILES	Yfh1-off respiration	WT yeast gro inh	others
COCC1=C(C(=O)OC(C)OC(=O)OC(C)C)N2C(=O)[C@@H](NC(=O)/C(=N\OC)c3csc(N)n3)[C@H]2SC1 (some centres not stated)	i	.
CC1=C(/C=C/C(C)=C/C=C/C(C)=C/C=C/C=C(C)/C=C/C=C(C)/C=C/C2=C(C)CCCC2(C)C)C(C)(C)CCC1	i	.
C=C(C)c1sc(-c2ccccc2)nc1C	i	.
COC(=O)C1=C[C@@H](C(=O)OC)[C@@H]2C3=C(C(=O)C2(C)C)[C@H](C)n2c(=O)n(-c4ccccc4)c(=O)n2[C@@H]3C1	i	.
CCCC[C@@H]1C[C@H]1[C@@H](NC(=O)c1cccs1)c1ccc(C(F)(F)F)cc1	i	.
COc1ccc(-c2ccc3oc(-c4ccc(OC)cc4)c(C#CCO)c3c2)cc1	i	.

Next part
SMILES	Yfh1-off respiration	WT yeast gro inh	others
CN1CCN2c3ncccc3Cc3ccccc3C2C1 (configuration not stated)	i	.
Cc1nc2ccc3nc(NC(=O)c4ccco4)sc3c2s1	i	.
O=C(NCc1cccc(C(F)(F)F)c1)C1CC(c2ccccc2F)=NO1 (configuration not stated)	i	.
O=C1CC(C(=O)O)C2(CCCC2)O1 (configuration not stated)	i	.
Cc1cccc(Nc2nc(N)nc(CN3CCN(c4ccccc4F)CC3)n2)c1	i	.
CCC/C=C1/CCCOC(C(=O)NCc2ccc(S(C)(=O)=O)cc2)(C(F)(F)F)C1 (configuration not stated)	i	.
Cc1ccc2cc(CN(CCCN3CCOCC3)C(c3nnnn3Cc3ccco3)C(C)C)c(=O)[nH]c2c1C (configuration not stated)	i	.
Cc1cc(OC(=O)c2c(C)cc(OC(=O)c3c(C)cc(O)cc3O)cc2O)cc(O)c1C(=O)O	i	.
CCOC(=O)C[C@H]1c2cc(C(F)(F)F)ccc2S(=O)(=O)N1Cc1ccccc1	i	.
CC[C@H]1OC(=O)[C@H](C)[C@@H](O[C@H]2C[C@@](C)(OC)[C@@H](O)[C@H](C)O2)[C@H](C)[C@@H](O[C@@H]2O[C@H](C)C[C@H](N(C)C)[C@H]2O)[C@](C)(O)C[C@@H](C)CN(C)[C@H](C)[C@@H](O)[C@]1(C)O	i	.
Cc1ccc(OCC(=O)Nc2cccc3c2CCCC3)cc1C	i	.
CCCCCCCCCCCCN1[C@@H](CC(C)=O)c2cc(C(F)(F)F)ccc2S1(=O)=O	i	.

A portion of the library; count on the stated rates, not on these rows.
